# Screening results as filed in PubChem.
# CHRM4 agonist = agonists of human muscarinic M4 receptor (CHRM4). activation, % at 3 µM. AID 624127. 0.14% of 360,000 active. P08173. CHO-K1 hM4/Gqi5, Fluo-8 calcium fluorescence; vehicle 0%, full acetylcholine response 100%;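 active = activation above the run mean over all test wells plus 3 SD, cut at about 32% in these data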;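 also: peak over basal fluorescence ratio per well then scaled between controls; 0% = DMSO wells and 100% = acetylcholine at EC100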
# CRFR2-BP ag = agonists of human CRF-binding protein/CRF-R2 receptor complex. HEK293 CRF-R2/CRF-BP, calcium dye fluorescence (FLIPR); percent of saturating CRF peptide response. activation, % at 13.2 µM. 0.46% of 350,000 active;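 active = activation of at least 50%, plus an integration ratio under a set limit after plate pattern correction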;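 also: plate controls were neutral control wells without compound for no effect and CRF at EC100 for full effect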
# CHRM1 PAM = human CHRM1 positive allosteric modulation; P11229; activation, % at 3 µM; AID 588819; 0.088% of 360,000 active; CHO-K1 hM1, Fluo-8 calcium fluorescence, ACh EC20; 0% = ACh EC20, 100% = maximal ACh; in the data active = activation above about 19%, passing the limit was not always enough
# Target sequence (P11229 whole entry, looked up): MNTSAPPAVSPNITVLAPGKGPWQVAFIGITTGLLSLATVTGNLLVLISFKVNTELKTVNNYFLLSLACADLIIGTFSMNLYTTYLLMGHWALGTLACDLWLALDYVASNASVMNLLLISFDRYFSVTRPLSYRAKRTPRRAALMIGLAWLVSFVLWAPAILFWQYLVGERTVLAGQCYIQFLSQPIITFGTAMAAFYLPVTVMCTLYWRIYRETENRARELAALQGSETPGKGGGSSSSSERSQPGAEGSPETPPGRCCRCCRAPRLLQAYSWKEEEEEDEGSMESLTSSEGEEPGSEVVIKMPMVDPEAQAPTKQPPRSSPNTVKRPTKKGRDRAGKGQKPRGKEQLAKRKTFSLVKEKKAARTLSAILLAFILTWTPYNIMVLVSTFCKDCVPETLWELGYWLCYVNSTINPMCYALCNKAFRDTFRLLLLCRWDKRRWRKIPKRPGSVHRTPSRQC
# CHRM4 PAM = positive allosteric modulators of human muscarinic M4 receptor; P08173; CHO-K1 hM4/Gqi5, Fluo-8 calcium fluorescence, ACh EC20; 0% = ACh EC20, 100% = maximal ACh; activation, % at 3 µM; 0.4% of 360,000 active;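 active = activation above its plate's cutoff, the mean activation of sample wells plus 3 SD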; also: some results filed as inactive read as strong as hits
# M5 ag = agonists of human muscarinic M5 receptor (CHRM5); P08912; CHO-K1 hM5 cells, Fluo-8 calcium fluorescence; 0% DMSO wells, 100% maximal acetylcholine response; activation, % at 3 µM; AID 624037; 0.19% of 360,000 active;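 active = activation above the run's mean over test compounds plus 3 SD, cut at about 23% in these data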;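 also: signal is peak over basal fluorescence ratio across the kinetic read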
# Target sequence (P08912 whole entry, looked up): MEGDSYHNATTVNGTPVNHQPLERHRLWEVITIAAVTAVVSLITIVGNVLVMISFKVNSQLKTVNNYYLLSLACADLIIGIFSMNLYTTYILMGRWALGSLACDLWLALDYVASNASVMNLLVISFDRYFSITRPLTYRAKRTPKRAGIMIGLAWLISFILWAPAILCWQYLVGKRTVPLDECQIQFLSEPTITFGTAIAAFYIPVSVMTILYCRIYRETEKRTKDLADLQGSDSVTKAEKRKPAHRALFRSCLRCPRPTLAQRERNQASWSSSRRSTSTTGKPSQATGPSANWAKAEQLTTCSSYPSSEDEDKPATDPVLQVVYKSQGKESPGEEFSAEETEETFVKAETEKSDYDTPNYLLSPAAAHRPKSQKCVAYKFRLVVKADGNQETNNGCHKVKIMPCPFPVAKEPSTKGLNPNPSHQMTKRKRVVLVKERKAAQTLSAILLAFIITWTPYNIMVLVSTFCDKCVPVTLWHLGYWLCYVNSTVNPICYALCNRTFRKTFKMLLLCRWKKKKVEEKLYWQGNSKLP
# CHRM4 antagonist = CHRM4 antagonism in calcium assay | P08173 | CHO-hM4 cells, ACh EC80, Fluo-8 calcium fluorescence | inhibition, % at 3 µM | 0.73% of 360,000 active;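 active = inhibition above its plate's cutoff, the mean inhibition of sample wells plus 3 SD, cut at about 27% in these data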;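 also: 0% = acetylcholine EC80 with DMSO and 100% = DMSO without agonist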
# CRFBP-R2 block = blocks CRF-induced signaling of the CRF-BP/CRF-R2 complex. HEK293 CRF-R2/CRF-BP, CRF-induced calcium fluorescence. inhibition, % at 11.8 µM. 0.59% of 350,000 active;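 active = inhibition of the ligand-induced calcium signal above about 50% at the single tested concentration, limit read from the data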
# M5 PAM = positive allosteric modulators of human muscarinic M5 receptor. CHO-K1 hM5, Fluo-8 calcium, ACh EC20 PAM; 0% = ACh EC20, 100% = ACh EC100. activation, % at 3 µM. 0.3% of 360,000 active. AID 624038;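 active = activation above the run cutoff, the mean activation of all test compounds plus 3 SD, cut at about 18% in these data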
#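 Assay system: CHO-K1 hM5 cells. Also added: acetylcholine at EC20 concentration, added after compound. Dosing: 3 µM, single dose. Times: compound preincubation 140 s before EC20 acetylcholine addition. Signal: Fluo-8 calcium fluorescence. Measure: % activation relative to EC20 and EC100 ACh responses. Repeats: singlicate, one well per test compound.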
# M5 antag = blocks acetylcholine activation of human M5 receptor. inhibition, % at 3 µM. AID 624040. CHO-hM5 cells, Fluo-8 calcium fluorescence, ACh EC80. 0.59% of 360,000 active. P08912;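 active = inhibition above a per-plate cutoff, the mean of that plate's test compounds plus 3 SD, cut at about 27% in these data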;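 also: 0% = acetylcholine EC80 with DMSO and 100% = DMSO without agonist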
# Active calls of the source: *; . = not tested or not shown. Compounds as they come; about 2.6% have a hit in one of these screens.
M5 ag,CHRM4 antagonist,CRFR2-BP ag,CRFBP-R2 block,M5 antag,CHRM4 PAM,CHRM1 PAM,M5 PAM,CHRM4 agonist,SMILES
-2,3,0.5,-7,5,-9,1,-5,1,CC(C)c1ccc(N2C(=NC(=O)C3CCCO3)SC3CS(=O)(=O)CC32)cc1 (configuration not stated)
1,5,-3.1,-1,-6,0,3,1,1,CCOc1ccc(C(=O)Nc2cccc(C(C)=O)c2)cc1[N+](=O)[O-]
1,-1,0.4,-19,-6,5,6,8,0,COc1cc(C(=O)NNC(=O)c2ccc(NC(C)=O)cc2)cc(OC)c1OC
-1,-1,-1.1,38,11,7,-7,-9,1,O=C(CSc1nc2ccccc2o1)Nc1ccc(Cl)cc1
1,-6,79*,-45,13,-2,3,7,1,CCOC(=O)/C=c1/s/c(=C/c2ccc3cc(OC)ccc3c2)c(=O)n1CC(=O)NCC1CCCO1 (configuration not stated)
1,-2,-0.9,0,2,8,2,-6,-2,CCOC(=O)N1CCN(C(=O)c2cnn3ccccc23)CC1
0,-3,-0.3,0,13,-6,8,-4,2,COc1ccc(NC(=S)N(CCc2ccc(OC)c(OC)c2)Cc2ccccn2)cc1
-2,-1,-1.4,35,-5,-1,5,-2,0,COc1ccccc1/C=C/C(=C1/C(=O)N(c2ccccc2)N=C1C)c1ccc(C)cc1
-4,-8,-1.4,-7,-6,3,4,5,2,Cc1sc2nc(C)n(/N=C/c3ccc(O)cc3O)c(=O)c2c1C
3,2,0.0,5,8,-3,0,-4,9,O=C(CSc1ccccc1)Nc1cccc(NC(=O)c2ccco2)c1
-2,-7,-1.3,2,2,-6,-10,-5,-1,Clc1ccc(/C=C/c2nc3ccccc3[nH]2)c(Cl)c1
1,2,0.1,1,-8,5,5,-1,0,Cc1ccc(/C=C/C(=O)O)cc1S(=O)(=O)NC1CCS(=O)(=O)C1 (configuration not stated)
2,5,0.1,9,1,0,3,-10,3,O=C(CN1C(=O)c2ccccc2S1(=O)=O)NC1CCCCCC1
0,-12,-0.9,4,7,4,-4,-3,3,CCOc1ccc(-c2nnc(-c3ccncc3)o2)cc1OCC
2,-5,0.9,-16,-9,8,9,8,1,CC(=O)OCC(=O)NCc1ccc2c(c1)OCO2
-2,-6,-2.7,-11,8,-5,18,3,1,CCN1CCN(c2nc3c(C)cccn3c(=O)c2/C=C(\C#N)C(=O)NC)CC1
1,-13,0.4,17,3,3,16,14,1,COC(=O)c1ccc(NC(=O)Cn2c([N+](=O)[O-])cnc2C)cc1
-1,-3,0.7,-2,-4,7,8,0,1,O=C(NCc1ccco1)C1CCCCN1S(=O)(=O)c1ccc(F)cc1 (configuration not stated)
2,-14,-2.6,12,-6,9,9,3,1,Cc1cc(C)n2nc(-c3ccc(F)cc3)nc2n1
-2,3,0.2,-4,6,-3,5,-5,0,Cc1ccc(S(=O)(=O)N2CCC(C(=O)N[C@H](C(=O)NCC3CCCO3)C(C)C)CC2)cc1 (some centres not stated)
0,-2,.,.,2,-2,4,-2,0,CC1=C(C(=O)N(C(C)C)C(C)C)CC(CC(=O)NCCN2CCOCC2)C(=O)N1CCC1=CCCCC1 (configuration not stated)
-3,-6,5.1,1,3,-4,14,-3,-1,O=S(=O)(c1ccc(OC(F)(F)F)cc1)N1CCCC(c2ccccc2)C1 (configuration not stated)
3,-6,-0.7,8,6,-3,0,0,0,Cc1ccccc1CC(=O)N1CCCC1
2,8,0.8,-3,12,3,7,5,1,CCOC(=O)C1=C(COC(=O)[C@H](C)NS(=O)(=O)c2ccc(NC(C)=O)cc2)NC(=O)NC1C (some centres not stated)
-9,5,1.9,13,14,-15,-15,-13,2,CCOc1ccc(OCCNC(=O)c2cc(C3CC3)nc3c2cnn3C(C)C)cc1
-6,7,-0.5,8,1,0,0,-9,0,COc1cccc(NC(=O)c2ccncc2)c1
-3,53*,11,-14,6,-27,2,2,34*,CN(C)CCCN(C(=O)CCc1ccccc1)c1nc2ccc(Br)cc2s1
-3,0,0.3,4,4,-1,11,-2,3,C=CCn1c(C)cc(C(=O)CSc2nc(N)cc(N)n2)c1C
0,-4,-1.3,-4,4,-10,2,0,7,Cc1ccccc1CSc1nnc(CCCCCNC(=O)OC(C)(C)C)o1
-3,0,0.6,-13,8,-3,2,4,5,O=C1C(Cc2c[nH]c3ccccc23)NC(=S)N1Cc1ccccc1 (configuration not stated)
-5,1,.,.,1,-9,-10,-5,0,N#Cc1ccc(Nc2nc(-c3ccccc3)cs2)cc1
-5,2,0.0,-17,2,-3,-3,2,0,COCCNC(=O)C(c1ccncc1)N(C(=O)Cn1nnc2ccccc21)c1ccc(OC)cc1 (configuration not stated)
9,-5,1.1,-7,0,8,-8,-8,2,c1ccc2c3c([nH]c2c1)CCNC3
-2,0,0.8,65*,12,3,2,-4,3,CC(=O)c1ccc(NC(=O)CCc2nnc3ccc(N4CCC5(CC4)OCCO5)nn23)cc1
-6,-3,-0.9,2,3,2,8,10,0,N#CC(C#SN)=C1CCCCC1
0,-4,0.3,7,8,-4,2,-4,1,CCc1ccc(NC(=O)NNC(=O)c2cc3ccccc3cc2O)cc1
1,-7,-1.0,17,-11,7,9,4,2,CC1CN(C(=O)/C=C/c2ccccc2[N+](=O)[O-])CC(C)O1 (configuration not stated)
-3,4,-1.3,-10,5,-20,-2,-8,1,Cc1cc(C(=O)COc2ccc([N+](=O)[O-])cc2)c(C)n1C1CC1
-17,5,-0.9,4,-3,-6,-2,-6,1,CC(C)/C=C/CN1CCN(CCCc2ccccc2)C(CCO)C1 (configuration not stated)
-10,-27,6.5,-5,6,11,0,-1,6,COC(=O)CNC(=O)c1cc(-c2ccncc2)nc2c(C)c(Cl)ccc12
5,12,0.7,-8,25,-17,-9,-20,17,CC(=O)c1ccc(NC(=O)c2ccc(S(=O)(=O)c3ccccc3)cc2)cc1
-1,-24,3.2,3,-5,4,5,-8,1,COc1ccc2c(c1)OC13CCCCC1C2C(C(=O)c1ccccc1)C(=O)N3 (configuration not stated)
1,3,4.8,-6,-1,-6,-2,-1,1,O=C(Cn1c(=O)oc2ccccc21)Nc1nnc(N2CCCCCC2)s1
-2,-21,3.2,1,-5,6,-2,-7,0,CCN(CC)CCCNC(=O)c1cc2c(=O)n(C)c3ccccc3c2n1C
3,23,-0.1,-10,20,-25,-10,-17,21,COc1ccc(/C=C/C(=O)OCC(=O)Nc2ccc(Cl)c(S(=O)(=O)N(C)C)c2)cc1OC

# Given bar-delimited: part of the list above
compound | M5 ag | CHRM4 antagonist | CRFR2-BP ag | CRFBP-R2 block | M5 antag | CHRM4 PAM | CHRM1 PAM | M5 PAM | CHRM4 agonist
c1ccc2c3c([nH]c2c1)CCNC3 | 9 | -5 | 1.1 | -7 | 0 | 8 | -8 | -8 | 2
CC(=O)c1ccc(NC(=O)CCc2nnc3ccc(N4CCC5(CC4)OCCO5)nn23)cc1 | -2 | 0 | 0.8 | 65* | 12 | 3 | 2 | -4 | 3
N#CC(C#SN)=C1CCCCC1 | -6 | -3 | -0.9 | 2 | 3 | 2 | 8 | 10 | 0
CCc1ccc(NC(=O)NNC(=O)c2cc3ccccc3cc2O)cc1 | 0 | -4 | 0.3 | 7 | 8 | -4 | 2 | -4 | 1
CC1CN(C(=O)/C=C/c2ccccc2[N+](=O)[O-])CC(C)O1 (configuration not stated) | 1 | -7 | -1.0 | 17 | -11 | 7 | 9 | 4 | 2
Cc1cc(C(=O)COc2ccc([N+](=O)[O-])cc2)c(C)n1C1CC1 | -3 | 4 | -1.3 | -10 | 5 | -20 | -2 | -8 | 1
CC(C)/C=C/CN1CCN(CCCc2ccccc2)C(CCO)C1 (configuration not stated) | -17 | 5 | -0.9 | 4 | -3 | -6 | -2 | -6 | 1

# (cont.)
M5 ag,CHRM4 antagonist,CRFR2-BP ag,CRFBP-R2 block,M5 antag,CHRM4 PAM,CHRM1 PAM,M5 PAM,CHRM4 agonist,SMILES
-1,-4,1.9,-6,0,-8,-4,-4,-2,CCOC(=O)c1nnn(-c2nonc2-n2cccc2)c1CN1CCC(C)CC1
-1,-5,-0.8,1,4,1,4,0,2,CCOC(=O)N1CCN(C(=O)COc2cc(=O)n(CC)c3ccccc23)CC1
-8,-3,3.2,-18,9,-2,-2,-3,1,CN1CCN(NC(=O)Nc2ccc(F)cc2)CC1
-6,0,1.9,-8,12,-11,-22,-10,6,O=C(NC(=S)Nc1ccc(S(=O)(=O)N2CCCC2)cc1)C1CCC1
-22,7,-0.6,75*,12,-36,-10,-28,0,Cc1ccc(NS(=O)(=O)c2cccc3nsnc23)cc1
-1,7,-1.2,10,11,-3,-2,-2,1,O=C(NN=Cc1ccccc1O)NN=Cc1ccccc1O
3,-6,-0.2,3,1,8,5,-1,3,Cc1noc(C)c1COc1ccccc1C(=O)N(C)CC(=O)Nc1ccc(F)cc1
-1,-8,0.2,18,12,4,2,-7,3,O=C1CS/C(=N/N=C2C3CC4CC(C3)CC2C4)N1
1,3,5.2,-4,3,-5,6,7,1,Cc1cccn2c(=O)c(/C=C(\C#N)S(=O)(=O)c3ccccc3)c(N3CCCCC3)nc12
4,12,0.7,-11,-2,-2,4,-2,0,CCn1c(=O)c(C(=O)NCc2ccc(F)cc2)c(O)c2ccccc21
0,3,-1.3,-11,2,-2,7,0,1,COC(=O)c1cc(-c2cccs2)[nH]n1
-3,0,-0.8,4,-2,6,7,5,0,Cc1cccc(NC(=S)N2CCC(O)CC2)c1C
1,1,-0.2,0,6,2,10,0,2,COc1ccc(CNC(=O)CN2C(=O)c3ccc([N+](=O)[O-])cc3C2=O)cc1
-5,17,-1.0,-69,-1,-5,-6,0,4,C=CCn1cc(/C=N/Nc2nc3ccccc3[nH]2)c2ccccc21
2,-1,2.7,-7,-6,7,5,4,-1,Cc1cc(Oc2ccccc2)nc(SCC(=O)Nc2ccc(Cl)cc2Cl)n1
-1,-5,0.1,-2,-3,7,9,1,1,O=C(CN1CCN(CC(=O)Nc2ccc(-c3ccccc3)cc2)CC1)Nc1ccc(F)cc1

# Marked active in CHRM4 antagonist (from the list above):
M5 ag,CHRM4 antagonist,CRFR2-BP ag,CRFBP-R2 block,M5 antag,CHRM4 PAM,CHRM1 PAM,M5 PAM,CHRM4 agonist,SMILES
-3,53*,11,-14,6,-27,2,2,34*,CN(C)CCCN(C(=O)CCc1ccccc1)c1nc2ccc(Br)cc2s1
